From PubChem
APP transl inh: inhibitors of APP translation via 5'UTR reporter, primary screen, APP 5'UTR luciferase, SH-SY5Y cells; inhibition, % at 2 µM; 0.82% of 190,000 active; SH-SY5Y APP 5'UTR-luciferase reporter, luminescence;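 active = inhibition above a set limit, derived from the sample mean plus 3 SD, cut at about 45% in these data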; also: values of inactives mirror those of a sister screen read the other way
APP 5'UTR act: activators of APP 5'UTR luciferase reporter, primary screen, SH-SY5Y cells | SH-SY5Y APP 5'UTR luciferase reporter, luminescence; zero percent = DMSO vehicle wells | activation, % at 2 µM | 1% of 190,000 active;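 active = activation above a set limit, based on mean plus 3 SD of controls, cut at about 140% in these data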; also: values of inactives mirror those of a sister screen read the other way
Hsp70 activator: Hsp70 transcriptional activators, primary screen, cell-based, HeLa, Hsp70 promoter luciferase, luminescence, 10 µM; HeLa Hsp70 promoter luciferase reporter; scaled: vehicle 0, proteasome-inhibitor control 100%; activation, % at 10 µM; 0.04% of 200,000 active; AID 1203, 2008;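 active = activation above the mean across all tested compounds plus 3 SD, cutoff set per campaign, cut at about 5.5% in these data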;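 also: 100% = MG132 at 30 µM as the positive control and 0% = DMSO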
STAT3 blocker: IL-6 driven STAT3 reporter inhibitors, primary screen, U3A cells, luciferase, luminescence, MLSCN library; IL-6 STAT3-luciferase reporter; host cell line lacks STAT1; inhibition, % at 5.5 µM; 0.89% of 190,000 active; AID 862, 2007;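 active = inhibition above the mean inhibition across all screened compounds plus 3 SD, cut at about 44% in these data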;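 also: 0% = DMSO only wells and 100% = 100 µM nifuroxazide control wells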
STAT1 blocker: STAT1 signaling inhibitors, primary screen, cell-based, HTS, luciferase reporter. inhibition, % at 5.5 µM. 0.35% of 200,000 active. NIH 3T3 STAT1-luciferase reporter, IFN-gamma, luminescence;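 active = inhibition above a set limit, the mean inhibition across all tested compounds plus 3 SD, cut at about 34% in these data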;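 also: 0% = IFN-gamma with DMSO and 100% = IFN-gamma with 300 µM nifuroxazide; values of inactives mirror those of a sister screen read the other way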
FLuc inh counter: firefly luciferase enzyme inhibitors, primary screen, artefact control for luciferase-based inhibitor screens, biochemical, luminescence, ATPLite; 10 min; inhibition, % at 10 µM; Luciferin 4-monooxygenase (Photinus pyralis), P08659; 1.5% of 200,000 active;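 active = inhibition above about 50% when tested at 10 µM, limit read from the data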
Target sequence (P08659 whole entry, looked up): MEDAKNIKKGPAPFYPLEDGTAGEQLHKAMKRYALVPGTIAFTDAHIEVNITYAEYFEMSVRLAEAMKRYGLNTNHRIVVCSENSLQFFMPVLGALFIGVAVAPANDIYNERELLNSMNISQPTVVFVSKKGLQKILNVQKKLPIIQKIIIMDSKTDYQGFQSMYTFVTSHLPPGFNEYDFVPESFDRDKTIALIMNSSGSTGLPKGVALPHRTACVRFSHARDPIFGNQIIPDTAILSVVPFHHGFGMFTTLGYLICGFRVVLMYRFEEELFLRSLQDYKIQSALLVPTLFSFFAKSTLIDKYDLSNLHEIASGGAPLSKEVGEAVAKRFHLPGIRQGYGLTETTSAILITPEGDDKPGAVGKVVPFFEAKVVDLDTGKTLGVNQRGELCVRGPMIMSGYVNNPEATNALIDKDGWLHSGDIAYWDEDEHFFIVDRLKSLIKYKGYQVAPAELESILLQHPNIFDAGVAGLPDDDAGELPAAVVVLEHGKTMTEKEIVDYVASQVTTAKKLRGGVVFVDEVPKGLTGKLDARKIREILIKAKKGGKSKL
NF-kB expr up: activators of NF-kB expression in neurons, primary screen, cell-based, HTS; human neuronal cells, NF-kB reporter expression; active compounds read high; fold change at 12.5 µM; 1.6% of 190,000 active; AID 1239, 2008; in the data active = fold change above about 3.3
STAT3 act: IL-6 driven STAT3 reporter potentiators, primary screen, U3A cells, luciferase, luminescence, MLSCN library. IL-6 STAT3-luciferase reporter; 100% = signal with IL-6 EC80 alone. activation (% of control), % at 5.6 µM. 0.91% of 190,000 active;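 active = activation above the screen-wide mean of compound activation plus 3 SD, cut at about 130% in these data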;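 also: 0% = background luminescence of wells with medium and substrate only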
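Material: STAT3-luciferase reporter U3A cells; Probe or stimulus: IL-6 (33 ng/mL); Incubation: compound pre-incubation 1 h before IL-6, then 6 h stimulation at 37 °C; Technique: luminescence from STAT3-driven luciferase reporter; Evaluation: % activation versus median of IL-6-stimulated wells; Controls: IL-6-only high control.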
RAM network inh: inhibitors of the yeast RAM network, primary screen, dse1pr::URA3 reporter, 5-FOA selection | inhibition, % at 50 µM | 1.8% of 190,000 active | AID 868, 2007 | S. cerevisiae dse1pr::URA3 reporter, 5-FOA growth OD615, 2 d; analog-sensitive cbk1-as2 kinase mutant strain;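 active = inhibition above a set limit, 3 SD over mean compound inhibition, cut at about 8.4% in these data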;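 also: 0% = DMSO-only wells with no growth and 100% = 10 µM 1-NA-PP1 full growth; inhibition rescues growth on 5-FOA so higher OD means more RAM inhibition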
STAT1 act: STAT1 signaling activators, primary screen, cell-based, HTS, luciferase reporter; AID 932, 2007; activation (% of control), % at 5.5 µM; NIH 3T3 STAT1-luciferase reporter, IFN-gamma, luminescence; 100% = IFN-gamma alone, no compound; 2.6% of 200,000 active;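 active = activation above the screen-wide mean activation plus 3 SD, cut at about 130% in these data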;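 also: raw ratio to IFN-gamma control signal so 100% means no change and 0% no light; values of inactives mirror those of a sister screen read the other way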
* marks the source's active call; other numbers are inactive results.

no.	Molecule	APP transl inh	APP 5'UTR act	Hsp70 activator	STAT3 blocker	STAT1 blocker
1	Cc1cc(C(F)F)n2ncc(C(=O)NCCc3ccccc3Cl)c2n1	-3.7	3.7	-0.1	13.5	-11.4
2	CCOC(=O)C(C)Sc1nc(-c2ccco2)cc(C(F)(F)F)c1C#N (stereo not drawn)	7.8	-7.8	-0.1	8.9	4.2
3	O=C(O)c1cc(-c2ccc(Cl)s2)nc2ccccc12	-9.4	9.4	0.1	-10.1	-14.3
4	NC(=O)CSc1oc(-c2ccc(F)cc2)nc1S(=O)(=O)c1ccccc1	6.3	-6.2	-0.3	-2.1	-7.0
5	CCn1c(SCc2nc3ccccc3c(=O)[nH]2)nnc1C(C)NC(=O)c1ccccc1F (stereo not drawn)	-2.7	2.7	0.1	3.0	2.1
6	Cc1onc(-c2ccccc2Cl)c1C(=O)Nc1sc2c(c1C(N)=O)CCC(C)C2 (stereo not drawn)	10.4	-10.3	-0.2	-0.6	-8.4
7	N#CC(=C=[N-])c1nc2ccccc2nc1-[n+]1ccccc1	41.5	-41.5	-0.3	8.5	2.6
8	CCC(C)(C(=O)NC1CCCC1)N(Cc1ccco1)C(=O)c1ccc2c(c1)OCO2 (stereo not drawn)	17.5	-17.5	-0.2	1.4	8.1

no.	FLuc inh counter	NF-kB expr up	STAT3 act	RAM network inh	STAT1 act
1	-1.8	1	91.5	-1.6	110.4
2	-6.5	1.05	94.4	6.2	96.2
3	34.7	0.98	112.5	0.0	109.8
4	-4.2	0.88	107.3	0.2	105.4
5	-6.5	0.85	102.0	-0.1	96.8
6	-10.7	0.56	103.2	3.3	106.5
7	-2.8	1.72	97.6	1.0	97.6
8	-7.4	1.01	101.2	1.3	92.5

Additional compounds follow:
no.	Molecule	APP transl inh	APP 5'UTR act	Hsp70 activator	STAT3 blocker	STAT1 blocker
9	Cc1csc(NC(=O)c2cccs2)n1	-49.2	49.2	-0.3	-8.5	-22.5
10	Cc1cc(C(=O)Nc2ccc3c(c2)OCCO3)co1	-138.1	138.1*	-0.3	7.9	-22.4
11	CC1CCN(CCOc2cccc(Br)c2)CC1	-7.8	7.8	0.1	0.3	0.1
12	O=C1CSc2ccc(C(=O)NCCC3=CCCCC3)cc2N1	-24.3	24.3	0.0	-7.2	-20.6
13	CCCCCNC(=O)CC1Nc2c3ccccc3nc(=S)n2C1=O (stereo not drawn)	10.4	-10.4	0.1	-1.0	2.6
14	COc1cc(C2C3C(=O)N(Cc4ccccc4)C(=O)C3ON2c2ccccc2)cc(OC)c1OC (stereo not drawn)	-9.5	9.5	0.1	5.2	6.7
15	CC(C)(C)NC(=O)c1ccc(COc2ccccc2Br)o1	8.9	-8.9	-0.2	13.4	9.1
16	CCCCn1c(=S)[nH]c2ccccc2c1=O	9.1	-9.1	-0.1	12.8	-1.6

no.	FLuc inh counter	NF-kB expr up	STAT3 act	RAM network inh	STAT1 act
9	10.2	2.55	109.8	0.7	121.8
10	75.2*	4.7*	101.7	2.5	120.4
11	-0.3	1.13	102.0	2.3	99.9
12	-5.8	1.24	108.7	4.8	118.5
13	1.2	1.31	101.0	-0.3	97.6
14	-4.8	0.76	102.2	1.3	94.0
15	-3.3	0.88	93.0	-0.3	91.7
16	-3.6	1.66	92.6	-0.5	101.4

Next records
no.	Molecule	APP transl inh	APP 5'UTR act	Hsp70 activator	STAT3 blocker	STAT1 blocker
17	O=C(NCCc1ccccc1)c1cnc2ccccn2c1=O	-103.1	103.1	-0.2	14.1	-27.6
18	Cn1nc(C(=O)NNC(=O)COc2ccccc2)c2ccccc2c1=O	7.9	-7.9	-0.2	3.8	2.1
19	CCOC(=O)c1ccc(-n2cncn2)nc1	-4.1	4.1	-0.4	15.2	0.8
20	CCOc1ccc(N(Cc2nnc3n2CCCCC3)C(=O)Nc2cccc(C)c2)cc1	-4.4	4.4	-0.1	1.3	-5.2
21	CC(SCC(=O)Nc1ccc(S(=O)(=O)N2CCCCC2)cc1)C(=O)O (stereo not drawn)	-4.7	4.7	-0.3	-2.6	-5.1
22	Cc1c2c([n+]3n1CCC3)CC(C)(C)CC2=O	0.6	-0.6	-0.1	4.9	-6.0
23	COc1ccc(Cc2n[nH]c(=S)n2N)cc1OC	9.4	-9.4	-0.3	-0.5	1.8
24	COc1cc(C(=O)NCC(=O)N/N=C(/C)c2ccc3c(c2)CCCC3)cc(OC)c1OC	15.9	-15.9	-0.1	7.5	-2.8

no.	FLuc inh counter	NF-kB expr up	STAT3 act	RAM network inh	STAT1 act
17	12.1	2.72	96.6	-0.5	124.8
18	-3.9	1.03	96.7	-0.1	98.2
19	-4.2	1.16	89.9	1.1	99.2
20	3.0	1.16	105.8	-0.1	103.5
21	-1.8	1.1	107.8	2.3	104.7
22	-4.2	1.02	99.5	0.8	103.8
23	-3.7	1.06	102.5	2.0	98.9
24	-4.8	1.12	97.4	1.1	101.2

New compounds follow
no.	Molecule	APP transl inh	APP 5'UTR act	Hsp70 activator	STAT3 blocker	STAT1 blocker
25	Cc1ccc(N2C(=O)C3C4C=CC(CNC(=S)N5CCN(c6ccccn6)CC5)(O4)C3C2=O)cc1 (stereo not drawn)	4.5	-4.5	-0.1	0.7	6.3
26	O=c1/c(=C\c2cccn2-c2ccccc2)sc2nc3ccccc3n12	-75.0	75.0	0.2	8.1	-8.1
27	O=C(COC(=O)C1=COCCO1)Nc1ccc2c(c1)OCO2	0.2	-0.2	-0.6	2.4	0.0
28	O=C(Nc1ccc(C(=O)O)cc1)/C(=C\C=C\c1ccccc1)NC(=O)c1ccc(Br)cc1	-21.6	21.6	-0.5	-8.0	-9.3
29	CS(=O)(=O)c1ccc(-c2nnn(CC(N)=O)n2)cc1	-13.9	13.9	-0.2	5.7	-6.0
30	O=C1COc2cccnc2N1	4.3	-4.3	-0.2	5.6	-9.4
31	O=C(Nc1cc([N+](=O)[O-])ccc1Cl)C(Sc1ccccc1)c1ccccc1 (stereo not drawn)	2.5	-2.5	-0.1	0.7	0.7
32	CCCn1c(C)cc(C(=O)CSc2nc3ccccc3c(=O)n2Cc2ccco2)c1C	-120.8	120.8	-0.4	-8.1	-21.8

no.	FLuc inh counter	NF-kB expr up	STAT3 act	RAM network inh	STAT1 act
25	-3.1	1.02	100.5	0.5	93.2
26	-0.3	0.67	98.5	1.0	108.1
27	1.6	1.33	101.2	1.0	100.0
28	-7.2	1.04	108.5	5.0	108.2
29	-2.0	1.12	101.7	0.8	105.3
30	-6.6	1.21	103.8	1.9	108.5
31	-2.7	1.03	97.3	4.8	99.3
32	-2.4	1.06	104.7	9.3*	119.4

The list goes on.
no.	Molecule	APP transl inh	APP 5'UTR act	Hsp70 activator	STAT3 blocker	STAT1 blocker
33	Cc1cc(NC(=O)CCCC(=O)N(c2ccccc2)C(C(=O)NC2CCCCC2)c2cccs2)no1 (stereo not drawn)	9.9	-9.9	0.2	-2.4	3.9
34	CCOc1ccccc1C(=O)Nc1ccc(-n2nncc2C(C)(C)C)cc1	9.2	-9.2	0.0	21.6	-2.0
35	COc1ccc(N2CCN(c3nc(=S)n(-c4ccccc4)c(C)c3C(C)=O)CC2)cc1	2.5	-2.5	-0.2	2.8	-0.1
36	Nn1c(CSc2ccccn2)nc2ccccc2c1=O	-70.3	70.3	0.3	14.4	-20.6
37	C/C(=N\NC(=O)CNc1cccc(Cl)c1C)C1CC1	16.4	-16.4	0.6	18.7	-0.8
38	Cc1cc(C)cc(OCC(=O)NCc2cc(C)nc3ccccc23)c1	-6.6	6.6	-0.3	13.6	13.0
39	COc1ccc(CCNC(=O)Cn2c(=O)n(Cc3ccco3)c(=O)c3ccc(Cl)cc32)cc1OC	-7.0	7.0	0.2	12.4	10.1
40	COc1ccc(-c2c(=O)n(OCc3ccccn3)c3ccccc3[n+]2[O-])cc1OC	2.4	-2.4	-0.2	7.0	-5.1

no.	FLuc inh counter	NF-kB expr up	STAT3 act	RAM network inh	STAT1 act
33	-8.1	1.14	105.5	4.2	96.4
34	-5.1	0.99	87.9	3.2	102.1
35	-6.5	0.71	101.3	1.6	100.1
36	-2.2	1.37	91.9	1.8	118.9
37	-3.9	0.89	88.4	0.4	99.4
38	-2.9	0.86	92.5	1.3	85.6
39	-1.4	1.17	93.3	0.9	91.8
40	-9.1	0.85	97.6	-0.3	104.7

Arranged by number of heavy atoms (low to high): some entries from above.
no.	Molecule	APP transl inh	APP 5'UTR act	Hsp70 activator	STAT3 blocker	STAT1 blocker
38	Cc1cc(C)cc(OCC(=O)NCc2cc(C)nc3ccccc23)c1	-6.6	6.6	-0.3	13.6	13.0
35	COc1ccc(N2CCN(c3nc(=S)n(-c4ccccc4)c(C)c3C(C)=O)CC2)cc1	2.5	-2.5	-0.2	2.8	-0.1
39	COc1ccc(CCNC(=O)Cn2c(=O)n(Cc3ccco3)c(=O)c3ccc(Cl)cc32)cc1OC	-7.0	7.0	0.2	12.4	10.1

no.	FLuc inh counter	NF-kB expr up	STAT3 act	RAM network inh	STAT1 act
38	-2.9	0.86	92.5	1.3	85.6
35	-6.5	0.71	101.3	1.6	100.1
39	-1.4	1.17	93.3	0.9	91.8

The list continues.
no.	Molecule	APP transl inh	APP 5'UTR act	Hsp70 activator	STAT3 blocker	STAT1 blocker
41	O=C(CN1CCC(C(=O)c2cccc(Cl)c2)CC1)Nc1cccc(C(=O)O)c1	-17.2	17.2	-0.1	0.7	-0.1
42	O=[N+]([O-])c1ccc2nc(-c3ccccc3)n(OCc3ccc(Cl)cc3)c2c1	-39.7	39.7	-0.1	4.1	-22.4
43	COc1ccc([N+](=O)[O-])cc1NC(=O)Nc1cccc(Cl)c1	17.4	-17.4	-0.1	34.4	5.8
44	Cc1ccsc1C(=O)N1CCCC(C(=O)c2cc(F)ccc2F)C1 (stereo not drawn)	10.9	-10.9	-0.1	22.2	8.1

no.	FLuc inh counter	NF-kB expr up	STAT3 act	RAM network inh	STAT1 act
41	-8.7	1	102.4	-0.5	98.2
42	4.0	5.11*	97.0	2.7	120.5
43	-0.7	1.08	75.2	3.5	94.7
44	-8.8	1.02	89.3	-0.4	91.8
